Compound activity from PubChem.
IL1B NFkB pot = enhances IL-1B driven NFkB nuclear translocation; activation, % at 2 µM; 94,000 tested, 0.3% active; AID 819; HUVEC IL-1B NFkB p65 nuclear translocation imaging;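 active = activation above 40%, about the mean plus 3 SD, also judged a hit on visual image review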;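 note: percent activation is computed from the nuclear over cytoplasmic p65 intensity ratio; values of inactives mirror those of a sister screen read the other way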
Bcl-B TR3 displacers = displacers of TR3 peptide from Bcl-B, primary screen, selectivity assay for Bfl-1 inhibitor project, biochemical, fluorescence polarization. FP displacement of FITC-TR3 peptide from Bcl-B; higher % means a stronger effect. displacement, % at 20 µM, or IC50 in µM where a hit was titrated. 96,000 tested, 0.11% active. AID 748;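 active = displacement above 50% at 20 µM plus a fluorescence interference ratio under 1.5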;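 note: plate controls were wells without compound for no effect and wells lacking Bcl-B protein for full effect; a part of the inactive calls stands beside numbers as strong as those of hits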
IL1B NFkB inh = blocks IL-1B driven NFkB nuclear translocation in HUVEC cells. HUVEC IL-1B NFkB p65 nuclear translocation imaging. 94,000 tested, 0.43% active. inhibition, % at 2 µM;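 active = inhibition above about 30% together with a positive call from visual inspection of the well image, limit read from the data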;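 note: nuclear over cytoplasmic p65 intensity ratio measured by imaging; 0% = IL-1B stimulated DMSO wells and 100% = unstimulated DMSO wells; values of inactives mirror those of a sister screen read the other way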
MRP resist rev = compounds reversing MRP-mediated drug resistance. AID 602. 85,000 tested, 0.04% active. H69AR cells + 2 uM doxorubicin, CellTiter-Glo, 72 h. differential viability (reversal), % at 10 µM;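 active = viability drop by adding the cancer drug above about 55%, with treated viability meeting a 40% cutoff, limit read from the data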;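 note: viability without doxorubicin minus viability with 2 µM doxorubicin for each compound; larger differential means the compound sensitizes cells more to doxorubicin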
PLAP inhibitors HTS = PLAP enzyme inhibitors, biochemical, luminescence, HTS (AID 690); purified PLAP, luminescent substrate; higher % means a stronger effect; inhibition, % at 20 µM, or IC50 in µM where a hit was titrated; 96,000 tested, 0.08% active; in the data active = a potency from the dose series; inactive = the rest, 99 in 100 with inhibition below about 30%; note: strong numbers were not always called active
MRP resist rev cytotoxicity = further read-out of MRP resist rev, marked with its call; viability, %; H69AR cells, CellTiter-Glo, 72 h; measured here: cytotoxicity without doxorubicin
MRP resist rev with doxorubicin = recorded beside MRP resist rev, whose call it bears; viability, %; measured here: viability with 2 uM doxorubicin; hits give low values
IL1B NFkB inh cell count 2 µM = second read-out of IL1B NFkB inh, no call of its own (marks repeat the call); cell count; measured here: cells passing quality filter;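 raw number of nuclei counted in each imaged well without normalization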
IL1B NFkB pot cell count 2 µM = also measured in IL1B NFkB pot; calls as there; cell count; measured here: cells passing quality filter
An asterisk follows results filed as active; nt = no result given.

The opening 8 entries, to show the layout:
Screens in order: IL1B NFkB pot, IL1B NFkB pot cell count 2 µM, Bcl-B TR3 displacers, IL1B NFkB inh, IL1B NFkB inh cell count 2 µM, MRP resist rev, MRP resist rev cytotoxicity, MRP resist rev with doxorubicin, PLAP inhibitors HTS
1	O=C(OCCN1C(=O)c2ccccc2C1=O)c1cnccn1
    23, 161, -3%, -24, 161, 5, 101, 96, 8%
2	CCn1nnnc1SCC(=O)Nc1ccc2c(c1)OCCO2
    -1, 79, nt, 1, 79, -2, 79, 81, nt
3	Cc1sc2nc(SCC(=O)OC(C)C)n(C)c(=O)c2c1C
    -6, 90, 8%, 6, 90, 9, 92, 84, 10%
4	COc1ccc(CC(=O)Nc2ccc(S(=O)(=O)Nc3ncccn3)cc2)cc1
    1, 210, -9%, -1, 210, nt, nt, nt, -6%
5	C=Cn1c(C(=O)O)cc(CC)c1-c1ccccc1
    3, 158, -8%, -3, 158, -2, 99, 101, 3%
6	Cc1cccc(NC(=O)CSc2nnc([C@@H]3CCCN3C(=O)OC(C)(C)C)o2)c1C
    8, 39, 2%, -8, 39, 0, 1, 2, -18%
7	CC(=O)N(C)c1nnc(-c2cnccn2)s1
    -9, 154, -11%, 9, 154, 0, 103, 102, 4%
8	CSc1ccccc1C(=O)Nc1cccc(C)c1
    6, 62, -8%, -6, 62, 3, 93, 90, 14%

The list itself, from the first entry:
Screens in order: IL1B NFkB pot, IL1B NFkB pot cell count 2 µM, Bcl-B TR3 displacers, IL1B NFkB inh, IL1B NFkB inh cell count 2 µM, MRP resist rev, MRP resist rev cytotoxicity, MRP resist rev with doxorubicin, PLAP inhibitors HTS
1	O=C(OCCN1C(=O)c2ccccc2C1=O)c1cnccn1
    23, 161, -3%, -24, 161, 5, 101, 96, 8%
2	CCn1nnnc1SCC(=O)Nc1ccc2c(c1)OCCO2
    -1, 79, nt, 1, 79, -2, 79, 81, nt
3	Cc1sc2nc(SCC(=O)OC(C)C)n(C)c(=O)c2c1C
    -6, 90, 8%, 6, 90, 9, 92, 84, 10%
4	COc1ccc(CC(=O)Nc2ccc(S(=O)(=O)Nc3ncccn3)cc2)cc1
    1, 210, -9%, -1, 210, nt, nt, nt, -6%
5	C=Cn1c(C(=O)O)cc(CC)c1-c1ccccc1
    3, 158, -8%, -3, 158, -2, 99, 101, 3%
6	Cc1cccc(NC(=O)CSc2nnc([C@@H]3CCCN3C(=O)OC(C)(C)C)o2)c1C
    8, 39, 2%, -8, 39, 0, 1, 2, -18%
7	CC(=O)N(C)c1nnc(-c2cnccn2)s1
    -9, 154, -11%, 9, 154, 0, 103, 102, 4%
8	CSc1ccccc1C(=O)Nc1cccc(C)c1
    6, 62, -8%, -6, 62, 3, 93, 90, 14%
9	COc1cc(Cl)c(S(=O)(=O)NCCN2CCOCC2)cc1Cl
    -8, 154, -2%, 8, 154, 2, 101, 99, -36%
10	O=C(NCCc1ccc(Cl)cc1)C1CCN(S(=O)(=O)N2CCC3(CC2)OCCO3)CC1
    -4, 113, -2%, 4, 113, nt, nt, nt, -7%
11	CCCCN(CCCC)C1=Nc2ccccc2N/C1=C(/C#N)C(=O)OCC
    -10, 168, -10%, 10, 168, -7, 49, 56, -4%
12	COc1ccc2c(c1)cc1n2CCN=C1NN
    8, 170, -8%, -8, 170, 14, 91, 77, 3%
13	O=C(NNC(=O)C1CCN(Cc2cccc(F)c2)CC1)c1cccc(Cl)c1
    12, 107, -9%, -12, 107, nt, nt, nt, -82%
14	Cc1noc(C)c1C(=O)N1CCN(C(=O)c2sc3cc(Cl)ccc3c2Cl)CC1
    2, 80, -3%, -2, 80, 9, 69, 60, 13%
15	CC(Oc1ccc(Cl)cc1Cl)C(=O)N(Cc1ccco1)C1CCS(=O)(=O)C1 (stereo not drawn)
    1, 100, -5%, -1, 100, 11, 90, 78, -53%
16	Cn1c(=O)[nH]c(=O)c2c1nc(N1CCCCC1)n2CCCSc1nc2ccccc2s1
    4, 157, nt, -4, 157, 30, 52, 22, nt
17	Cc1c(NC(=O)CCC(=O)N2CCCCC2)c(=O)n(-c2ccccc2)n1C
    4, 185, -2%, -4, 185, 3, 91, 88, -4%
18	CNC(=O)c1nnn(Cc2ccccc2)c1NC(=O)C(F)(F)F
    27, 102, -2%, -24, 102, 8, 90, 82, 12%
19	Cc1cc(=O)oc(C)c1C(=O)n1nc(C)c2c1C[C@@H]1[C@H]2C1(C)C
    nt, nt, 1%, nt, nt, -13, 92, 105, -75%
20	CCOc1cccc(C(=O)Nc2ccccc2N2CCN(C(=O)C(C)C)CC2)c1
    32, 136, -7%, -32, 136, 3, 81, 78, -55%
21	CN(C)Cc1nc2c(c(=O)[nH]1)C1(CCCCC1)Cc1ccccc1-2
    -8, 156, -7%, 8, 156, -63, 7, 70, -72%
22	C=CCOc1c(CNc2cccc(C(=O)O)c2)cccc1OC
    6, 173, 4%, -6, 173, nt, nt, nt, -20%
23	CSc1ccccc1C(=O)NC1CCCCCC1
    15, 178, -2%, -15, 178, 9, 81, 73, 4%
24	O=C(c1ccc(COc2ccccc2[N+](=O)[O-])o1)N1CCCCCC1
    -4, 181, -2%, 4, 181, nt, nt, nt, 13%
25	Cc1ccc2c(c1)c(CC(=O)Nc1ccc(F)cc1)c(C(=O)O)n2C
    13, 157, -10%, -13, 157, 16, 100, 84, -40%
26	C=CCn1c(O)c(C(CC)=NCc2cccnc2)c(=O)[nH]c1=O
    5, 141, -3%, -5, 141, -1, 80, 80, 5%
27	O=c1cc(NCc2ccco2)c2ccccc2o1
    13, 119, 2%, -13, 119, 12, 91, 79, 11%
28	NC(=O)COc1ccc2c3c(c(=O)oc2c1)CCCCC3
    -3, 152, -3%, 3, 152, -3, 89, 92, -24%
29	CN(C)/C=N/c1cnc(C(=O)c2ccc(Cl)cc2)n1C
    -2, 167, -9%, 2, 167, 18, 107, 89, -12%
30	Cn1cnc([N+](=O)[O-])c1Sc1ncccc1N
    -1, 199, 11%, 1, 199, nt, nt, nt, -14%
31	O=C(CSc1nnnn1Cc1ccccc1)Nc1ccc2c(c1)OCO2
    5, 168, 6%, -5, 168, 12, 101, 89, 11%
32	CCCC(=O)NC1=C(C#N)C2(CCCC2)Cc2ccccc21
    5, 116, -1%, -5, 116, 5, 88, 83, -2%
33	O=c1c(Cc2ccc(F)cc2)c(O)ccn1C1CC1
    6, 123, -6%, -6, 123, nt, nt, nt, -21%
34	CCCCCn1c(N2CCC(Cc3ccccc3)CC2)nc2c1c(=O)[nH]c(=O)n2C
    2, 150, nt, -2, 150, 0, 20, 19, nt
35	Cc1ccc(C2CC(=O)NC(SCc3ccccc3)=C2C#N)cc1 (stereo not drawn)
    -11, 92, nt, 11, 92, 11, 95, 84, nt
36	O=C(Cn1nc(-c2ccccc2)ccc1=O)NCCN1CCN(Cc2ccccc2)CC1
    13, 142, 17%, -13, 142, 7, 90, 83, -48%
37	CCCOc1nnnn1-c1ccccc1
    -9, 163, 1%, 9, 163, -3, 101, 103, -2%
38	COCc1nnc(NC(=O)CC(c2ccccc2)c2ccccc2)s1
    -11, 165, -5%, 11, 165, -5, 97, 101, -4%
39	CCOC(=O)C1=C(c2ccccc2)Nc2ncnn2C1c1ccc(OC)c(OC)c1OC (stereo not drawn)
    9, 144, 0%, -9, 144, nt, nt, nt, -28%
40	COc1ccc(C(=O)Nc2nc(N3C(=O)c4ccccc4C3=O)n(-c3ccccc3)n2)cc1
    2, 128, -86%, -2, 128, -3, 88, 90, -120%
41	COc1cc(/C=N/n2cnnc2)ccc1OCCOc1ccccc1
    21, 98, -2%, -22, 98, -5, 85, 90, 6%
42	Cc1nc2c(sc3nc4c(cc32)COC(C)(C)C4)c(=O)n1CC(=O)NCc1ccco1
    -5, 116, -13%, 5, 116, -8, 24, 32, nt
43	Cc1ccc(S(=O)(=O)C2CS(=O)(=O)CC2O)cc1 (stereo not drawn)
    7, 178, 0%, -7, 178, 3, 98, 95, -3%
44	Cc1ccc2nc(NC(=O)C3CCN(S(=O)(=O)c4cccs4)CC3)sc2c1
    6, 134, -12%, -6, 134, -40, 46, 86, -9%
45	CCOc1ccc(N(C(C)C(=O)NC(C)CC)S(C)(=O)=O)cc1 (stereo not drawn)
    11, 147, -8%, -11, 147, 11, 96, 85, -27%
46	O=C1NC2(CCCCCC2)Cc2ccccc21
    7, 143, -20%, -7, 143, 8, 88, 80, 20%
47	Cc1cccc(CN(CC(=O)N/N=C/c2ccco2)S(=O)(=O)c2ccc(Cl)cc2)c1
    15, 151, 29%, -16, 151, nt, nt, nt, -42%
48	C=CCn1c(SCC(=O)N2CC(=O)Nc3ccccc32)nc2scc(-c3cccs3)c2c1=O
    17, 161, -193%, -17, 161, 1, 95, 94, -59%
49	O=c1[nH]c2ccccc2nc1NCCN1CCOCC1
    6, 156, -3%, -6, 156, 5, 91, 86, 16%
50	Cc1ccc([N+](=O)[O-])cc1NC(=S)NC(=O)CC(C)(C)C
    -9, 133, 6%, 0, 163, nt, nt, nt, 4%
51	Cc1cc(-c2nc3c4c5c(sc4[nH]c(=O)n3n2)CCC5)c(C)o1
    1, 146, 47%, -1, 146, -24, 73, 97, -65%
52	O=C(Nc1ccc(C2CCCCC2)cc1)C1CCN(c2ncccn2)CC1
    nt, nt, 11%, nt, nt, -2, 79, 81, 10%
53	CCCCNCCCOc1cc(Cl)ccc1Cl
    6, 151, -3%, -6, 151, 6, 90, 83, 40%
54	O=C(O)CSc1ncnc2sc3c(c12)CCC3
    7, 165, 3%, -6, 165, nt, nt, nt, -4%
55	Cc1cc(C=O)c(C)n1-c1ccc(N2CCCCC2)c([N+](=O)[O-])c1
    -7, 107, -5%, 7, 107, nt, nt, nt, nt
56	O=C(CS(=O)(=O)c1c[nH]c2ccccc12)N1CCCc2ccccc21
    4, 179, -2%, -4, 179, -7, 93, 100, -34%
57	O=S(=O)(c1ccccc1)N1CCN(CC(O)COc2ccc3c(c2)CCC3)CC1 (stereo not drawn)
    -4, 165, 0%, 4, 165, -9, 44, 53, -44%
58	O=C(C1CC1)N1CCc2cc(Br)cc(S(=O)(=O)NCc3ccccn3)c21
    nt, nt, -9%, nt, nt, 10, 100, 90, -54%
59	Cc1cccc(-c2nc(C#N)c(NC3CCCCC3)o2)c1
    7, 137, -7%, -7, 137, 7, 71, 64, 13%
60	C=CCn1c(SC(C)CC)nc(O)cc1=O (stereo not drawn)
    7, 163, 16%, -7, 163, 12, 98, 86, 1%
61	Cc1ccc(C)c(OCCCCn2ccnc2)c1
    nt, nt, -7%, nt, nt, 9, 95, 86, 5%
62	CN(Cc1cnn(C)c1)C(=O)c1sc2cccc(Cl)c2c1Cl
    -1, 145, -3%, 1, 145, 12, 89, 78, 13%

An excerpt, so the mix of outcomes need not match the whole.
